From PubChem BioAssay
All columns: NCI-60 one-dose screen, growth in % after 48 h at 10 µM unless noted; 100 = growth as untreated, 0 = no growth, -100 = all killed.
HL-60(TB) = HL-60(TB) leukemia cells | 78,000 tested, 9% active; active = growth percent below 10
An asterisk follows results filed as active; & = joins results of further samples. An excerpt; the hit share may differ from the screen's.

Preview (4 entries):
SMILES	HL-60(TB)
OCCOc1ccccc1C(Cc1ccccc1)N1CCCCC1 (stereo not drawn)	74
CCOc1ccc(NC(=O)C2CCCN(C)C2)cc1 (stereo not drawn)	99
COc1cc2c(cc1OC)-c1cc(=O)[nH]c(=O)n1CC2	98
CC(=O)c1cccc(OCCCCOc2cccc(C(C)=O)c2)c1	107

All compounds of this part, from the first entry:
SMILES	HL-60(TB)
OCCOc1ccccc1C(Cc1ccccc1)N1CCCCC1 (stereo not drawn)	74
CCOc1ccc(NC(=O)C2CCCN(C)C2)cc1 (stereo not drawn)	99
COc1cc2c(cc1OC)-c1cc(=O)[nH]c(=O)n1CC2	98
CC(=O)c1cccc(OCCCCOc2cccc(C(C)=O)c2)c1	107
CCOC(=O)c1ccc(Nc2ncnc3ccc(NC(=O)c4ccccc4)cc23)cc1	70
COc1ccc(S(=O)(=O)NC2C3c4ccccc4C(c4ccccc43)C2O)c(OC)c1 (stereo not drawn)	105
CCOC(=O)COc1ccc(/C=N/NC(=O)Cn2c(C(C)C)nc3ccccc32)cc1OC	106
CCCc1nc2sc3c(c2c(=O)n1NC(=O)c1ccc(C#N)cc1)CCCC3	91
O=c1oc2ccccc2cc1/C(CS(=O)(=O)c1ccccc1)=N/Nc1ccccc1	115
O=Cc1cc(I)c(O)c(I)c1	114
COc1cc(-c2nc(C(=O)Nc3cccc(F)c3F)nn2-c2ccc(F)c(F)c2)cc(OC)c1OC	76
CCCC(C)C1(CC)C(=O)NC(=S)NC1=O (stereo not drawn)	95
CCC1SC2=NCCN2C1(O)c1ccc(Cl)cc1 (stereo not drawn)	92
N#Cc1c(-c2cccc(Cl)c2)cc(-c2cccnc2)[nH]c1=O	67
Clc1ccc(Nc2nc(C3CC3)cs2)cc1	101
Cc1cccc(C)c1-n1c(SCCc2c[nH]c3ccccc23)nnc1-c1ccncc1	49
CCCCCCCCCCCC(=O)N1CCN(C(=O)CCCCCCCCCCC)CC1	93
COc1ccc(CCC(C)N)cc1 (stereo not drawn)	108
N#C/C(=C\c1ccc(Cl)cc1Cl)C(=O)NNc1nc2ccccc2[nH]c1=O	93
OCCNCc1ccccc1	101
CC(=O)c1cccc(Br)c1	88
C[C@@H]1CC[C@]2(C)[C@H](CC[C@@H]3O[C@@]32C)[C@@]1(C=O)CCc1ccoc1	112
Cc1cc(C)c(S(=O)(=O)Nc2ccccc2)c(C)c1	73&86
O=C(CN1CCN(c2cc(=O)n(-c3ccccc3)c3ccccc23)CC1)Nc1ccc(F)cc1	48
Cc1ccc(/C=C/c2nn3c(-c4ccco4)nnc3s2)cc1C	91
Cc1[nH]c2ccccc2c1C(C[N+](=O)[O-])c1ccccc1 (stereo not drawn)	100
COc1cc(OC)c(C(=O)/C=C/c2ccc3c(Cl)cc(Cl)c(O)c3n2)c(OC)c1	26
COC(=O)C(=O)C1CSC2=C(CS(=O)(=O)c3ccccc32)C1=O (stereo not drawn)	97
COc1ccc2nc(N=Nc3c(N)nc(N)[nH]c3=O)sc2c1	106
COC(=O)c1ccc(O)c(CN2CCN(c3cc4c(cc3F)c(=O)c(C(=O)O)cn4C3CC3)CC2)c1	100
O=C(N1CCCCCC1)N1CC1	62
COc1cc(C(=O)/C=C/c2sc(N(C)Cc3ccccc3)nc2Cl)cc(OC)c1OC	65
O=[N+]([O-])c1ccc(O)cc1Br	100
CC(C)CCS(=O)(=O)O	102
CC(C)NCCCCCSc1ccnc(N)n1	91
c1cc2c(c3c1CCNC3)OCO2	101
COc1ccccc1NC1=N[C@]23CC(=O)CC[C@]2(C)[C@H]2CC[C@]4(C)C(=O)CC[C@H]4[C@@H]2C[C@@H]3S1	107
O=C(Nc1ccc(-c2nc3ccccc3c(=O)[nH]2)cc1)c1cc2ccccc2[nH]1	89
CCOC(=O)C(Cc1ccccc1)(c1ccccc1)c1ccccc1	99
COc1ccc(CCC2COCC2C2CC2)cc1 (stereo not drawn)	94
Cc1cccc2c3c(sc12)C(c1ccc(F)cc1)C(C#N)=C(N)O3 (stereo not drawn)	-22*
CCOC(=O)C(C(=O)OCC)C(c1ccccc1)S(=O)(=O)O (stereo not drawn)	103
CCCCCCCCc1ccc(C(=O)Nc2ccc(C)cc2C(=O)O)cc1OC	98
CC1(C)C(=O)N2C(=O)CC(=O)N2C1=O	96
NS(=O)(=O)c1ccc(N2C(=O)c3ccc4c5c(ccc(c35)C2=O)C(=O)N(c2ccc(S(N)(=O)=O)cc2)C4=O)cc1	102
C#CCOc1ccc(/C=N/Nc2nc(-c3ccc(C)cc3)cs2)cc1	82
NS(=O)(=O)c1ccc(-n2cc(CN3CCN(C4CCCCC4)CC3)nn2)cc1	103
Nc1c(C(=O)Nc2ccccc2C(F)(F)F)sc2nc3c(cc12)CCCC3	70
O=C1CNC(=O)N1c1ccccc1	99
CCN(CC)CCNc1ccc(OC)c2cccnc12	122
COc1ccc2[nH]c(O)c(N=NC(=O)c3oc4ccccc4c3CN3CCN(c4ccccc4)CC3)c2c1	106
Cc1nc([C@H]2CC[C@H]3[C@@H]4CCC5=CC(=O)CC[C@]5(C)[C@H]4CC[C@]23C)cs1	4.9*
COc1ccc(-c2ccc(C)n2-c2ccc(OC)cc2)cc1	55
COc1cc(-c2nc3ccc(C)cc3n2CC(=O)NNC(=O)c2ccncc2)cc(OC)c1OC	85
O=C(O)/C=C/C(=O)Nc1ccccc1Cl	104
CC1(C)CC(=O)c2c(nn(-c3ccccc3)c2-c2cn(-c3ccccc3)nc2-c2cccnc2)C1	99
CCCCCN(C(=O)CCl)c1ccccc1	99
CNC(=O)Oc1ccc(Cl)cc1SSc1cc(Cl)ccc1OC(=O)NC	61
Cc1c(C(C)(C)O)cn2ncnc(Oc3ccc(NC(=O)Nc4ccc(Cl)c(C(F)(F)F)c4)cc3)c12	27
Cc1nc2ccccc2c(=O)n1-c1nc2ccccc2o1	67

Grouped by structure: those above containing an aryl thioether with sulfur outside any ring.
SMILES	HL-60(TB)
Cc1cccc(C)c1-n1c(SCCc2c[nH]c3ccccc23)nnc1-c1ccncc1	49
CC(C)NCCCCCSc1ccnc(N)n1	91

Other results follow.
SMILES	HL-60(TB)
Cc1nc2cc(-n3c(-c4ccc(F)cc4)nc4ccccc4c3=O)ccc2n1Cc1ccccc1	58
O=c1sn(-c2cccc3ccccc23)c(=O)n1Cc1ccccc1	51
CCOC(=O)c1cc(C(=O)c2ccc(Br)cc2)n2ccccc12	70
COc1ccc(-n2c(SCc3nnc(NC(=O)c4ccccc4)s3)nc3cc(OC)c(OC)cc3c2=O)cc1	105
Cc1ccc(-c2nn(-c3ccccc3)cc2/C=C/C(=O)O)cc1	94
CCOc1ccc(-c2[nH]nc3c2C(c2cccs2)C(C#N)=C(N)O3)cc1OC (stereo not drawn)	101
Cc1cc(C(C)(C)C)cc(CNC(C)(C)C)c1O	114
O=C1NCC(Br)C(=O)N1 (stereo not drawn)	92
COc1ccc(C(=O)Cn2c(C(=O)c3ccc(OC)cc3)nc3ccccc32)cc1	-51*
CC(C)CCSc1nc(Nc2ccc(S(N)(=O)=O)cc2)c(C#N)c(-c2ccc(F)cc2)n1	60
NC(=S)NNC(=O)c1cnc2n(c1=O)CCCCC2	109
CC(=O)Nc1ccc(C(=O)N2C(=N)C(C#N)=C(O)/C2=C\c2ccc(Cl)c(Cl)c2)cc1	67
COc1cc2c(cc1OC)C1(NCC2)C(=O)NC2C=CC(Cl)=CC21 (stereo not drawn)	100
C[n+]1ccccc1C(O)C(O)c1cccc[n+]1C (stereo not drawn)	94
COc1cc(NC(C)CCCNC(=O)CCC(=O)NCCCNCCCCCCNCCCNC(=O)CCC(=O)NCCCC(C)Nc2cc(OC)cc3cccnc23)c2ncccc2c1 (stereo not drawn)	91
Cc1nn(-c2nc3ccccc3[nH]2)c2c1C(c1ccc(OCc3ccccc3Cl)cc1)CC(=O)N2 (stereo not drawn)	103
CCN(CC)c1ccc(C)cc1	108
Cc1nc2ccccc2c(/C=C/c2ccc(F)cc2)c1C(=O)/C=C/c1ccccc1	7.4*
O=C(O)c1cc2ccccc2n1O	95
O=C(CCCC(=O)N/N=C/C=C/c1ccccc1)N/N=C/C=C\c1ccccc1	97
Cc1nc([P+](c2ccccc2)(c2ccccc2)c2ccccc2)c(Sc2sc(-c3ccccc3)nc2[P+](c2ccccc2)(c2ccccc2)c2ccccc2)o1	-18*
N#Cc1cnc2c(C#N)c(Nc3ccccc3)nn2c1-c1ccccc1	120
Clc1nc(Cl)c2ncn(CC3(Cn4cnc5c(Cl)nc(Cl)nc54)COC3)c2n1	-76*
COc1ccc(-c2nnc(CNc3ccc(Cl)cc3)o2)cc1OC	93
Nc1nc(N(Cc2ccccc2)c2ccccc2)c2cn[nH]c2n1	33
O=C(O)/C=C/C(=O)O	117&97
COCCNC(=O)c1ccc(OC2CCN(Cc3ccc(F)c(F)c3)CC2)c(Cl)c1	102
CCCCCc1ccnc(CC(=O)c2ccc(OC)cc2)c1	110
Cc1cc(N)on1	97
COc1ccc2[nH]c(=S)cc(S)c2c1	98

An excerpt of these results, field by field:
Cc1nc2cc(-n3c(-c4ccc(F)cc4)nc4ccccc4c3=O)ccc2n1Cc1ccccc1
  HL-60(TB): 58

O=c1sn(-c2cccc3ccccc23)c(=O)n1Cc1ccccc1
  HL-60(TB): 51

CCOC(=O)c1cc(C(=O)c2ccc(Br)cc2)n2ccccc12
  HL-60(TB): 70

COc1ccc(-n2c(SCc3nnc(NC(=O)c4ccccc4)s3)nc3cc(OC)c(OC)cc3c2=O)cc1
  HL-60(TB): 105

(list continues)
SMILES	HL-60(TB)
Cc1cc(N=Nc2ccccc2)cc(C)c1NC(=O)C(F)(F)F	58
S=C=Nc1ccc(N=C=S)cc1	97
CCOC(=O)C#Cc1c(C(=O)OCC)nnn1[C@@H]1O[C@H](CO)[C@H]2OC3(CCCCC3)O[C@H]21	53
O=c1[nH]c(-c2ccncc2)nc2sc3c(c12)CCCCCC3	91
CCOC(=O)N1CCN(c2oc(-c3ccc(Cl)cc3)nc2C#N)CC1	102
CCCCN(CCCC)c1nn[nH]n1	99
COC(=O)C1(C2CCCCCCCCCCC2=O)NC(=S)NC(=O)C1C#N (stereo not drawn)	101
O=C(NCc1cccnc1)c1ncoc1-c1ccc2c(c1)OCCO2	113
CC(C)=CCC[C@](C)(O)[C@H]1CC[C@]2(C)[C@@H]1CC[C@@H]1[C@@]3(C)Cc4nccnc4C(C)(C)[C@@H]3CC[C@]12C	68
CON(C)c1nc(N(C)O)nc(N2CCOCC2)n1	39
O=[N+]([O-])c1ccccc1C(O)Cc1ccccn1 (stereo not drawn)	123
CCOC(=O)CC1CSC(Nc2cccc(C(F)(F)F)c2)=N1 (stereo not drawn)	102
CC(O)CCc1ccco1 (stereo not drawn)	89
CCCCCCCCCCCC(=O)OC(C)C(=O)Nc1ccccc1 (stereo not drawn)	92
COc1nccc2cc3c(=O)n4c(cc5ccncc54)c(=O)n3c12	98
CCCC(=O)Oc1cc(C)ccc1C(C)(C)C	89
NC(N)=N/N=C/CO	102
CC(=O)/C=C/c1ccc(OCc2ccc(C(C)(C)C)cc2)cc1	60
CC(C)(C)c1ccc(S(=O)(=O)Oc2ccc(NC(=O)c3ccc(Cl)cc3)cc2)cc1	87
NS(=O)(=O)c1ccc(N=Nc2c(O)n(CC(=O)Nc3ccccc3)c3ccccc23)cc1	49
N=c1o[n-][n+](-c2ccccc2)c1-c1ccccc1	51
C=C(C)[C@@H]1CC[C@]2(C(=O)N3CCN(C)CC3)CC[C@]3(C)[C@H](CC[C@@H]4[C@@]5(C)CC[C@H](OCCC#N)C(C)(C)[C@@H]5CC[C@]43C)[C@@H]12	74
NC(CSCCc1ccncc1)C(=O)O (stereo not drawn)	105
O=C1/C(=C/c2ccc(F)cc2)CN(C(=O)C(Cl)Cl)C/C1=C\c1ccc(F)cc1	-34*
C/C(=N/NS(=O)(=O)c1ccc(N)cc1)c1cccs1	71
Cc1ccc(-c2nn(CC(=O)N3CCCC3)c(N)c2C#N)cc1	96
CC(C)N1C(=O)C2C3C=CC(C3)C2C1=O (stereo not drawn)	101
NC(=O)Nc1cc(-c2cccc(F)c2)sc1C(=O)N[C@H]1CCCNC1	-30*
Cc1ccc(Cn2c(-c3cccc(NS(C)(=O)=O)c3)nc3ccccc32)cc1	98&102
COc1ccc(C(Nc2ccccn2)c2c(C)[nH]c3ccccc23)cc1 (stereo not drawn)	89
CC(O)C(=O)Nc1ccccc1 (stereo not drawn)	95
c1ccc2c(c1)CC1C[C@@H](c3cccc4ccccc34)N2O1 (stereo partly drawn)	99
O=C(N/N=C/c1ccc2c(c1)CCC2)c1cccc(O)c1	137
Cc1cc(C(NC(=O)CCCCCNc2cccc3c2C(=O)N(C2CCC(=O)NC2=O)C3=O)c2cccnc2)c(O)c2ncccc12 (stereo not drawn)	-31*
CCCCOc1ncnc2c1CC(C)c1cc(OC)ccc1N2C (stereo not drawn)	102
CCOC(=O)Nc1ccc(OC(=O)Oc2ccc(NC(=O)OCC)cc2)cc1	86
CCC(=O)N1CCN(c2ccc(NC(=O)COc3ccc(Cl)c(C)c3)cc2)CC1	101
COc1ccc(-c2cnc3sc4c(-c5ccccc5)n[nH]c(=O)c4n23)cc1	91
Nc1nc(SCc2ccccn2)c2[nH]cnc2n1	107
CC1=C(CN)C2=C(C)C3(CC3)[C@@](C)(O)C(=O)C2=C1	88
